Assay outcomes as filed in PubChem.
p-CIP stab down = p/CIP protein destabilization | AID 1984 | decrease of EGFP signal, % at 10 µM | F442A p/CIP-EGFP cells, EGFP fluorescence, 16 h | actives 0.01% (n = 290,000);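 active means EGFP signal decrease of at least 30% at 10 µM or well 3 SD below plate mean, unless failing retest; inactive means the rest, including hits failing retest or dose response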; further: some compounds called inactive have numbers as strong as hits; many of its hits are not listed in these tables
M18AAP inhibitor = PfM18AAP enzyme inhibition. recombinant PfM18AAP, H-Glu-NHMec fluorogenic cleavage. inhibition, % at 7.35 µM. actives 1.2% (n = 290,000). AID 1822;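 active means inhibition above the campaign mean inhibition over all tested compounds plus 3 SD, cut at about 28% in these data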;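 further: 0% = plate median of test compound wells and 100% = 2 mM ZnCl2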
SUMO HTRF inh = blocks human SUMOylation mediated by UBC9. P63279. HTRF SUMOylation assay, SAE1/SAE2 + UBC9, in vitro. inhibition, % at 35 µM. actives 0.36% (n = 290,000); in the data active means inhibition above about 50%, passing the limit was not always enough; further: strong numbers were not always called active
Target sequence (P63279 whole entry, looked up): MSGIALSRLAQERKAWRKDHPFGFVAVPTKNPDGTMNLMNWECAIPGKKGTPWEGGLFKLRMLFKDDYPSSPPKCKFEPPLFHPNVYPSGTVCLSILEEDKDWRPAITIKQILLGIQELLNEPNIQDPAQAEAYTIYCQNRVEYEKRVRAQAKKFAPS
IDE inh = cellular human IDE inhibition | P14735 | HEK cells, FAbetaB cleavage, fluorescence polarization | inhibition, % at 5.59 µM | actives 0.41% (n = 320,000) | AID 434962;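 active means percent inhibition above the average of all tested compounds plus 3 SD, set per screening campaign, cut at about 16% in these data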;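 further: IDE supplied by intact live HEK cells; FP after avidin binding of uncleaved biotin substrate so inhibition keeps polarization high; 0% = DMSO wells and 100% = 60 µM reference IDE inhibitor Ii1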
NALP1 yeast inh = blocks the NALP1 inflammasome reconstituted in yeast; S. cerevisiae NALP1/ASC/caspase-1 growth, X-gal OD620, 72 h; inhibition, % at 10 µM; actives 0.61% (n = 280,000); in the data active means inhibition mostly above about 24%, no sharp cut-off; inactive means mostly below about 32%; further: some compounds called inactive have numbers as strong as hits
IDE act = IDE (human) activation, cell-based; actives 0.073% (n = 340,000); HEK cells, FAbeta-B cleavage, fluorescence polarization; 0% vehicle, 100% cell-free pure enzyme wells; P14735; activation, % at 5.96 µM;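 active means activation above the mean of all tested compounds plus 3 SD, set per screening campaign, cut at about 17% in these data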
MEKK2 mut-MEK5 = signal of MEK5 binding to mutant human MEKK2 PB1 domain | percent response, % at 10 µM | bead flow cytometry, Alexa488-MEK5 binding to MEKK2 mutant | actives 0.35% (n = 290,000); in the data active means percent response above about 24%, passing the limit was not always enough; further: inactives centre near 1; some results filed as inactive read as strong as hits; reference of the scale not given here
MEKK2 WT-MEK5 = raises or lowers MEK5 binding to wildtype human MEKK2 PB1 domain | Q9Y2U5 | bead flow cytometry, Alexa488-MEK5 binding to MEKK2 WT; actives lie on both sides | binding response (% of control), % at 10 µM | actives 1.1% (n = 290,000); in the data active means binding response below about 67% or above about 130%
MEKK3 PB1 HTS = MEKK3-MEK5 PB1 interaction, increase or decrease; Q99759; bead-based flow cytometry, Alexa488-MEK5 binding to MEKK3; actives lie on both sides; 0 = blocked by unlabeled MEK5, 100 = vehicle; binding response (% of control), % at 10 µM; actives 1.4% (n = 290,000); AID 1529;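 active means binding response more than 3 SD above or below the average of its plate-row segment, actives on both sides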;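 further: Alexa488 bead fluorescence after subtracting the streptavidin-only scavenger bead signal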
Target sequence (Q99759 whole entry, looked up): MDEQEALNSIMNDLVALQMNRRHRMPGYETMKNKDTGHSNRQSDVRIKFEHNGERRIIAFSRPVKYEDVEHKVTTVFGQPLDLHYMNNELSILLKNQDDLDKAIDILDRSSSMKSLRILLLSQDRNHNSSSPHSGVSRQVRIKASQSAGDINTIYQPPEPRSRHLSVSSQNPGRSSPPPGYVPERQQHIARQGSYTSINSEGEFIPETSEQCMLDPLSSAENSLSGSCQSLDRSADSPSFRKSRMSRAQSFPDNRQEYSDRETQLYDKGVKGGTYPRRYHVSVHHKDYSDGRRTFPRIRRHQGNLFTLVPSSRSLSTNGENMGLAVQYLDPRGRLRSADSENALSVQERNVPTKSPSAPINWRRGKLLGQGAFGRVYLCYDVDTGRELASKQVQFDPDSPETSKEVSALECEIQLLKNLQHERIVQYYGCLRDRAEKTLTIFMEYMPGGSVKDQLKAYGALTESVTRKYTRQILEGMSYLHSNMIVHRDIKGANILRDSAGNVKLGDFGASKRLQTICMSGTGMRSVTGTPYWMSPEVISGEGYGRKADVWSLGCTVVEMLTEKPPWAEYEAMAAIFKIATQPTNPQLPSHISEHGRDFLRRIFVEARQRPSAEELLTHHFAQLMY
Active calls of the source: *; . = not tested or not shown; [ ] = dose if it differs, or a comment.

SMILES	p-CIP stab down	M18AAP inhibitor	SUMO HTRF inh	IDE inh	NALP1 yeast inh	IDE act	MEKK2 mut-MEK5	MEKK2 WT-MEK5	MEKK3 PB1 HTS
COc1ccc(NC(=O)CN2C(=O)NC(C)(c3ccc(C)cc3)C2=O)c([N+](=O)[O-])c1 (stereo not given)	-2	0	-6	2	27	5	4	106	102
Cc1sc(NC(=O)c2cc3ccccc3oc2=O)c(C(=O)OC(C)C)c1-c1ccccc1	-10	-2	11	3	49	-3	2	103	97
CCc1ccc(C(=O)NC2CCCCC2)s1	11	-4	-14	-4	0	3	-2	101	94
CN(C)S(=O)(=O)c1cccc(C(=O)NCCOC(=O)c2cc(F)c(F)cc2Cl)c1	-13	-4	10	9	7	3	1	101	99
COC(=O)COc1ccccc1C(N)=O	-2	8	25	3	0	-2	-9	89	88
Clc1ccccc1CONc1ncnc2nonc12	-7	8	-2	-2	19	4	-2	94	94
CC(OC(=O)Cc1n[nH]c(=O)c2ccccc12)C(=O)Nc1ccccc1[N+](=O)[O-] (stereo not given)	4	3	3	-1	4	5	2	103	98
CC1CCc2c(nc3ncnn3c2N2CCN(c3ccccc3)CC2)C1 (stereo not given)	-11	5	18	4	13	2	11	107	104
COc1cc(NC(=O)c2ccccc2Cl)ccc1NC(=O)c1ccco1	-3	-2	7	7	3	-3	3	105	102
CSc1nc(C=Nc2ccccc2Cl)c(O)n1Cc1cccc(Cl)c1	-10	-11	8	3	19	6	-8	92	95
O=C(CCC1CCCN(C(=O)Cc2cccc(F)c2)C1)N1CCN(c2ccccn2)CC1 (stereo not given)	-8	-7	-13	2	25	-3	-9	96	104
CCc1ccccc1NC(=S)NC1CC2CCCC(C1)N2Cc1cccs1 (stereo not given)	-2	-3	14	2	20	2	-2	101	101
N/C(Cc1ccccc1)=N\OC(=O)c1cccc2ccccc12	-7	-2	-11	-1	78	6	3	100	104
CC/C(O)=C1\C(=O)CC(C)(C)CC1=Nc1ccccc1C	1	4	-26	11	32	0	2	101	103
COc1ccc(-n2nc3c(c2NC(=O)c2ccc(S(=O)(=O)N4CCOCC4)cc2)CS(=O)C3)cc1 (stereo not given)	-7	-10	2	0	14	2	-1	98	102
COc1ccc(-c2nnc3ccc(SC(C(C)=O)C(C)=O)nn23)cc1OC	-5	0	11	5	15	-5	-3	102	65
CCCCc1cc(O)c(CCCC)c(O)c1	-1	-3	24	4	16	-4	-5	99	99
CCOc1ccc(CNC(=O)c2ccccc2NC(=O)C2=CSCCO2)cc1	8	-10	5	-3	-1	-3	3	104	105
O=C(CSc1n[nH]c(-c2cccnc2)n1)Nc1ccc(Br)cc1	19	3	5	8	-6	-4	-3	104	104
CCN(CC)C(=O)Cn1cc(SCC(=O)NCc2ccco2)c2ccccc21	11	2	-2	2	-13	6	-1	99	104

Structures above containing fluorine, in the order listed:
SMILES	p-CIP stab down	M18AAP inhibitor	SUMO HTRF inh	IDE inh	NALP1 yeast inh	IDE act	MEKK2 mut-MEK5	MEKK2 WT-MEK5	MEKK3 PB1 HTS
CN(C)S(=O)(=O)c1cccc(C(=O)NCCOC(=O)c2cc(F)c(F)cc2Cl)c1	-13	-4	10	9	7	3	1	101	99
O=C(CCC1CCCN(C(=O)Cc2cccc(F)c2)C1)N1CCN(c2ccccn2)CC1 (stereo not given)	-8	-7	-13	2	25	-3	-9	96	104

(continued)
SMILES	p-CIP stab down	M18AAP inhibitor	SUMO HTRF inh	IDE inh	NALP1 yeast inh	IDE act	MEKK2 mut-MEK5	MEKK2 WT-MEK5	MEKK3 PB1 HTS
CCn1c(SCC(=O)O)nnc1C1CCCCC1	-9	-1	5	2	10	2	2	103	102
COc1ccc(Br)c(C(=O)OCc2cc(=O)oc3cc(C)ccc23)c1	-6	-1	4	3	22	5	2	103	103
COc1ccc(N2CC(C(=O)NC3=NCCS3)CC2=O)cc1 (stereo not given)	-10	-11	5	0	6	5	0	96	103
COc1ccc(C(=O)c2sc3nc(-c4ccccc4)ccc3c2N)cc1	-20	7	10	21*	40	-34	-2	93	102
CN(CCOc1ccccc1)C(=O)C1CCC(=O)N(CCN2CCOCC2)C1 (stereo not given)	-2	-1	-7	4	-4	7	1	103	101
O=C(CSCc1ccccc1Cl)N/N=C/c1ccco1	-15	0	0	0	-2	2	-2	100	97
O=C(NCc1ccncc1)Nc1ccccc1	4	1	1	-4	21	-2	4	104	100
CCCCn1c(SCC(=O)Nc2ccc(OC)cc2)nc2ccc(N3CCOCC3)cc2c1=O	-18	-6	31	6	.	-1	1	99	101
N#Cc1c(N)nc2c(c1N)CC(CCl)O2 (stereo not given)	-8	-2	11	3	12	6	-1	95	91
CC(=O)Nc1ccc(OCC(=O)N2CCc3ccccc3C2)cc1	-11	-2	22	-1	17	0	5	107	101
Cc1[nH]c2ccc(Br)cc2c(=O)c1CN1CCCCC1	-3	14	29	6	0	3	2	103	101
CC(=O)Nc1ccc(OS(=O)(=O)c2ccccc2C)cc1	-20	-6	17	-3	-6	2	-6	92	98
Cc1c2n(c3ccccc13)CCC2=O	0	-8	30	2	34	1	-2	97	97
Cc1ccc(S(=O)(=O)N(C)C)cc1NC(=O)c1cc(-c2ccco2)nc2ccccc12	-3	-24	22	5	-5	-1	15	103	105
COc1ccc(Cl)cc1NC(=O)C1CCCN(c2ncnc3c2nc2n3CCCCC2)C1 (stereo not given)	-1	2	3	7	7	-1	-5	93	95
O=C(O)c1cccc(Cn2c(Cl)c(/C=N/NC(=O)c3cc4ccccc4cc3O)sc2=O)c1	2	-7	.	-2	8	2	-5	98	98
CC(OC(=O)c1ccccc1NS(=O)(=O)c1cccc(C(F)(F)F)c1)C(=O)N(C)Cc1ccccc1 (stereo not given)	-5	-5	-20	2	27	-4	22	110	109
CCCN1C2CCCC1CC(NC(=O)c1ccccc1F)C2 (stereo not given)	-2	0	14	8	30	0	0	95	101
COc1ccc(C2N3CC4(C)CN2CC(C)(C3)C4=O)cc1OC (stereo not given)	-2	-7	15	1	-2	4	1	99	100
COc1ccc(N2CCN(CCNC(=O)c3nnc(Cc4c(F)cccc4Cl)o3)CC2)cc1	-2	0	0	-2	8	3	-2	102	94
Cc1cnc(NC(=O)C2CCCO2)s1 (stereo not given)	-6	-10	-4	-1	16	9	4	103	103
O=C(NCC(=O)N(CC1CCCO1)C1(C(=O)NC2CCCCC2)CCCCC1)c1ccccc1 (stereo not given)	0	3	-1	-4	0	1	0	100	99
O=C(CN1C(=O)CCC1=O)Nc1nc(-c2ccc(Oc3ccccc3)cc2)cs1	-27	-7	2	8	20	-2	9	109	100
COc1ccc(-c2csc(NC(=O)c3ccc(N4C(=O)CCC4=O)cc3)n2)cc1	-1	-10	-22	0	9	7	4	102	103
Cn1c(SCC(=O)Nc2nccs2)nnc1-c1ccco1	4	-4	8	4	-8	-1	4	104	99
Cc1c(C(=O)c2ccc(F)cc2)c2ccccn2c1CCc1ccccn1	11	2	-4	5	-8	4	-1	93	92
O=C(NCC1CCCO1)c1c(O)c2cccc3c2n(c1=O)CC3 (stereo not given)	-5	-4	21	4	12	2	-3	100	98
COC(=O)N=Nc1c(O)n(Cc2ccccc2)c2ccccc12	-9	-12	14	-1	15	-4	5	99	105
CC(=O)Nc1ccccc1C(=O)C(=O)Nc1ccc(F)c(Cl)c1	-6	-3	14	-1	13	0	5	106	108
COCCn1c(SCC(=O)OC(C)C)nnc1-c1ccccc1	-8	7	37	-6	9	-6	4	112	107
Cc1csc(Nc2ccc(Cl)cc2)[n+]1-c1ccc(Cl)cc1	7	-4	-2	0	-13	4	0	111	115
COc1cc(NC(=O)c2ccco2)c(OC)cc1NC(=O)Nc1cccc(Cl)c1	-13	1	26	-2	18	2	-7	96	81
COc1ccc2c(c1)[nH]c1c(=O)n(CCN(C)C)cnc12	-4	12	14	-2	13	2	1	101	99
COc1ccc(S(=O)(=O)N2CCN(Cc3cccc(OC)c3)CC2)cc1	-5	-2	22	0	-34	4	18	106	103
Cn1nc(-c2ccccc2)c(C(=O)NCC(=O)O)c1Cl	3	1	4	0	6	6	-2	100	100
O=C(Nc1ccccc1N1CCCCC1)c1cccc(F)c1	-12	1	12	2	6	0	-3	98	98
COc1ccc2[nH]c3c(=O)n(CCCN4CCOCC4)cnc3c2c1	-5	-13	23	1	22	-1	-10	93	95
Cc1cc(C(=O)COC(=O)c2n[nH]c3ccccc23)c(C)n1C	-2	1	-7	5	30	0	-3	94	97
Cc1cc(C)c(S(=O)(=O)N2CCCC(C(=O)N3CCCC3)C2)c(C)c1 (stereo not given)	7	-3	-10	-3	9	-5	-3	96	97
CC(C)(C)NCc1cc(Cl)ccc1OCc1ccccc1F	-15	-10	1	-2	3	2	-22	70	75*[inhibitor]

Only SUMO HTRF inh, IDE act and IDE inh, for some of the entries so far:
| molecule | SUMO HTRF inh | IDE act | IDE inh |
| --- | --- | --- | --- |
| Cc1csc(Nc2ccc(Cl)cc2)[n+]1-c1ccc(Cl)cc1 | -2 | 4 | 0 |
| COc1cc(NC(=O)c2ccco2)c(OC)cc1NC(=O)Nc1cccc(Cl)c1 | 26 | 2 | -2 |

More structures follow:
SMILES	p-CIP stab down	M18AAP inhibitor	SUMO HTRF inh	IDE inh	NALP1 yeast inh	IDE act	MEKK2 mut-MEK5	MEKK2 WT-MEK5	MEKK3 PB1 HTS
CCN(CC)CCNS(=O)(=O)c1ccc2[nH]cc(C(=O)O)c(=O)c2c1	2	1	3	-3	29	2	6	101	100
NS(=O)(=O)c1ccc(NS(=O)(=O)c2cccs2)cc1	-6	4	10	-10	-1	7	-3	96	98
O=S(=O)(NC1CC1)c1ccc(S(=O)(=O)N(Cc2ccccn2)C2CC2)cc1	-3	-16	35	0	.	9	-2	92	96
COc1ccc(-c2n[nH]c(=S)n2-c2ccc(Br)cc2)cc1OC	-5	15	-4	-1	-4	-2	2	101	103
O=C(COC(=O)c1ccc2c(c1)OCO2)Nc1nc(-c2ccccc2)cs1	-19	-7	-12	0	14	-2	-4	99	96
O=C1C2C3C=CC(c4ccccc4)(C2C(=O)N1c1cccc(Cl)c1)C1C(=O)N(c2cccc(Cl)c2)C(=O)C31 (stereo not given)	-5	-5	-16	-2	.	3	2	100	101
CC12C(=O)N(CCC(=O)O)C(=O)C1C1C=CC2C1 (stereo not given)	-25	-7	14	6	10	6	-10	92	89
NC(=O)c1sc(=S)n2c1[nH]c(=O)c1sccc12	-19	8	9	15	1	-14	-2	94	100
O=C(COc1ccccc1-c1ccccc1)NCCN1C(=O)S/C(=C\c2cccnc2)C1=O	-4	2	17	1	36	-1	6	102	99
CC1Cc2cc(/C=C3/SC(=S)NC3=O)ccc2O1 (stereo not given)	4	3	0	4	.	7	3	102	105
CCCN(S(=O)(=O)c1ccc(OCC)cc1)S(=O)(=O)c1cccs1	-3	-8	11	2	4	-2	0	96	101
Cn1cc(CN2CCCC(C(=O)Nc3cccc(-c4cc5ccccc5[nH]4)c3)C2)cn1 (stereo not given)	-9	3	8	2	-9	3	30*	175*	110
CC(=O)C1=C(c2ccccc2)NC(=O)NC1c1ccccc1 (stereo not given)	-1	-1	12	5	-69	3	0	101	99
Cc1ccc(NC(=O)N2CCc3ccccc3C2)cc1C	6	0	-5	.	7	-1	0	103	102
CC(/C=N/NC(=O)c1nnn(-c2nonc2N)c1C)=C\c1ccccc1	-3	2	17	-6	-1	-2	7	98	103
Cc1ccccc1NC(=O)/C=C/c1cccs1	0	0	-5	-2	-4	-1	9	98	100
CCOc1ccc(NC(=O)NC2CC(=O)N(c3ccc(OC)cc3)C2)cc1 (stereo not given)	2	-4	2	6	3	3	-1	93	84
COc1ccc2c(c1)cc(C(=O)N/N=C/c1c(O)c(C(=O)O)cc3ccccc13)n2C	-21	2	43	5	-10	-5	0	103	106
Clc1ccc(Cn2ncc3c(NCc4ccccc4)ncnc32)c(Cl)c1	3	-6	-3	-3	34	.	-4	83	81
CC1(C)Cc2ccccc2-c2nnc(-c3ccc(O)cc3)n21	2	4	18	-1	16	-2	.	.	.

Not all compounds are listed; rates above refer to the full screens.
